Bioassay records deposited in PubChem BioAssay by National Center for Advancing Translational Sciences (NCATS).
Cycloheximide cs – Cycloheximide Counterscreen for Small Molecule Inhibitors of Shiga Toxin. cell reporter, cycloheximide protein synthesis inhibition counterscreen. 12% of 300,000 active. max response, %. AID 2314, 2010; in the data active = max response mostly above about 13%, no sharp cut-off; inactive = mostly below about 14%; also: read at 38.3 µM for the half of the compounds with a filed dose; 0% is about no effect
FBPA Giardia inh – qHTS Assay for Inhibitors of Fructose-1,6-bisphosphate Aldolase from Giardia Lamblia; A8B2U2; purified Giardia FBPA; Potency, µM (highest dose often 59.6 µM), without a hit: at the highest dose activity, negative = inhibition, usual class: inhibitors; 0.71% of 290,000 active; also: potency is read from the fitted curve at half-maximal effect; % is scaled to controls: 0 for no effect and ±100 for the full control effect; nearly all actives have a fitted effect of over 55% in size
Target sequence (A8B2U2 whole entry, looked up): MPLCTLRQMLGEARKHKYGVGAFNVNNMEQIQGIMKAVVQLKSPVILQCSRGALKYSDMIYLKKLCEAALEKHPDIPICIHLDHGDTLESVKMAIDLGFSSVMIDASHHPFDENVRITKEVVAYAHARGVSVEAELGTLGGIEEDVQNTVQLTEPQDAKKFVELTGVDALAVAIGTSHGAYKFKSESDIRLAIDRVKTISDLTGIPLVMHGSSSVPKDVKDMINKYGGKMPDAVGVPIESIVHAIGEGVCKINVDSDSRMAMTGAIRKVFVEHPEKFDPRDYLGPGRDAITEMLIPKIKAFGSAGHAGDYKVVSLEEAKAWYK
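Giardia FBPA (40 nM reagent) was preincubated 10 min at RT with compound (up to 57.5 uM final), then substrate plus GAPDH/TPI/NAD/arsenate coupling system with diaphorase/resazurin was added; resorufin fluorescence (525/598 nm) was read after 20 min.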
HCV inh – qHTS Assay for Inhibitors of Hepatitis C Virus (HCV) | Huh7.5.1 HCVcc-Cre infection, luciferase reporter, 44 h | AID 651820, 2012 | 3.4% of 340,000 active | Potency, µM (series often up to 41.8 µM), for inactives: top-dose activity change, negative = inhibition, hits mostly inhibitors; also: potency is read from the fitted curve at half-maximal effect; % is scaled to controls: 0 for no effect and ±100 for the full control effect
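After 44 h co-culture of compound, cells and HCVcc-Cre (~0.5 moi), substrate is added for 15 min at room temperature and luciferase measured over 15 sec. Cells were seeded at 1,000/well and pre-cultured 4 h.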
Pf growth 48h – Primary qHTS for delayed death inhibitors of the malarial parasite plastid, 48 hour incubation. Potency, µM (doses to about 28.7 µM), for inactives: top-dose activity change, negative = inhibition, hits mostly inhibitors. P. falciparum luciferase growth in erythrocytes, 48 h. 5.9% of 310,000 active; also: potency is read from the fitted curve at half-maximal effect; % is scaled to controls: 0 for no effect and ±100 for the full control effect
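Firefly luciferase activity from engineered P. falciparum reports growth; inhibitors lower the luminescent signal. Cultures contained 2% hematocrit erythrocytes at 0.1% final parasitemia.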
Shiga inhibitor – A qHTS for Small Molecule Inhibitors of Shiga Toxin | Vero cells, Shiga toxin protein synthesis inhibition reporter | 9.2% of 290,000 active | AID 2315, 2010 | inhibition, % at 38.7 µM; in the data active = inhibition mostly above about 28%, no sharp cut-off; inactive = mostly below about 43%; also: 0% is about no effect
Pf growth 96h – Primary qHTS for delayed death inhibitors of the malarial parasite plastid, 96 hour incubation | 6.9% of 320,000 active | Potency, µM (series often up to 28.7 µM), without a hit: top-dose activity change, negative = inhibition, usual class: inhibitors | P. falciparum luciferase reporter growth, 96 h; also: potency is read from the fitted curve at half-maximal effect; % is scaled to controls: 0 for no effect and ±100 for the full control effect
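Plates of compound plus infected erythrocytes (2% hematocrit, 0.05% parasitemia final) incubate 96 hours, 37 C, 5% CO2. Detection reagent added; reduced luminescence from the parasites' luciferase reporter flags inhibition.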
* = called active by the depositor; ? = inconclusive; / = not tested or not shown; & = joins results of further samples; [ ] = remark or other dose. Unless noted, calls follow the shape of the dose curve; as a rule, active = well fitted curve in the direction sought with a large enough effect; inconclusive = small, poorly fitted or top-dose-only effect, or another doubt; inactive = no such curve, though single readings can be large; an effect the other way counts as inactive or inconclusive. Compounds were not picked by outcome. Share with any hit: about 24%.

SMILES	Cycloheximide cs	FBPA Giardia inh	HCV inh	Pf growth 48h	Shiga inhibitor	Pf growth 96h
Cc1ccc2nc(Nc3ccc(C)c(C)c3)c3nncn3c2c1	12	7%	22µM*	?	28*	2%
CCOc1nc(Nc2ccc(OC)cc2OC)nc(OCC)n1	-2	4%	-20%	7%	-6	4%
O=C(Nc1ccc(Cl)cn1)c1ccc(Br)c(S(=O)(=O)N2CCCCC2)c1	3	0%	?	?	-10	6%
O=C(CNC1CCCCC1)N1CCC2(CC1)OCCO2	-2	-29%	13%	/	-13	48%[activator]
COc1ccc(N(Cc2cc(=O)[nH]c3ccccc23)C(=O)CCl)cc1	0	-8%	?	?	/	24%
CC1CCN(C(=O)CCC(=O)N2CC(C)Oc3ccccc32)CC1 (configuration not stated)	0	3%	-1%	-3%	11	-2%
COc1cc(C2Nc3ccc4ncccc4c3C3=C2C(=O)CCC3)cc(OC)c1OC (configuration not stated)	2	-7%	-3%	?	14	1%
O=C(/C=C/c1ccccc1)N(c1ccccn1)C1CCCCC1	9	-7%	1%	-14%	1	-20%
CCOc1ccc(/C=C2\SC(=O)N(CCNC(=O)C3COc4ccccc4O3)C2=O)cc1OC (configuration not stated)	19*	-3%	11%	?	17	-99%
O=C(CC1Nc2ccccc2NC1=O)Nc1ccc2c(c1)OCO2 (configuration not stated)	20	-3%	-2%	40%[activator]	28	-31%
CCc1nn(CCCN2CCN(c3cccc(Cl)c3)CC2)c(=O)n1CCOc1ccccc1	-7&-4&-3&-4	-9%&-11%&-4%&-1%	10µM*	?	-6&-5&1&-11	2%
O=C(c1nc(-c2ccccc2)n(-c2ccccc2)n1)N1CCN(S(=O)(=O)c2ccccc2)CC1	1	-7%	-48%	9.3µM*	-14	/
O=c1c2ccccc2nc(-c2ccco2)n1CCc1ccc(O)cc1	6	3%	?	?	15	?
COc1ccccc1NC(=O)C(C)NS(=O)(=O)c1ccc(F)cc1 (configuration not stated)	-3	-8%	1%	-24%	-3	/
CCOC(=O)c1ccc(NC(=O)Nc2ccc3c(c2)OCCO3)cc1	13*	-12%	?	?	32*	14%
S=C(NCCc1c[nH]c2ccccc12)NC1CCCC1	23*	0%	12%	17%	37	?
Clc1ccc(-n2nnc(-c3cccnc3Cl)n2)cc1Cl	35*	7%	15%	370%[activator]	54*	91%[activator]
CCCCNc1c([N+](=O)[O-])ncn1C	1	1%	7%	6%	1	0%
O=c1c2ccccc2nc2c3ccccc3c3nncn3n12	-4	8%	0%	18%	-7	?
O=C(CSc1n[nH]c(-c2ccccc2)n1)Nc1ccc(Br)cn1	6	-10%	?	8%	18	7%
CCOc1cc(Br)ccc1S(=O)(=O)NCc1ccccc1	-3	-4%	6%	20%	10	29%
CC(=O)c1ccc(Oc2cnccn2)cc1	4	7%	0%	9%	-17	124%
Cc1cccc(NC(=O)CNC(=O)CN2C(=O)NC3(CCc4ccccc43)C2=O)c1C (configuration not stated)	/	/	-4%	?	/	-2%
Cc1cc(Cl)c2oc(C(=O)N(CCO)Cc3ccccc3)c(C)c2c1	21*	-14%	-9%	?	64*	?
Cc1cc(NC(=O)CSc2nc3ccccc3[nH]2)n(-c2ccccc2)n1	-2	0%	-27%	1.9µM*	17	4.7µM*
Cc1nn(Cc2ccc(C(=O)Nc3nc4c(C)cccc4s3)o2)c(C)c1Br	9	1%	-2%	-5%	-4	39%[activator]
CCOc1ccc(C(=O)N2CCN(Cc3ccccc3)CC2)cc1	17	1%	-5%	-19%	8	?
CC(=O)Nc1ccc(C(=O)N/N=C/c2cc(Br)cc(Br)c2O)cc1	-1	11%	-8%	-36%[5.75 µM]	6	2.9µM*
Cc1ccc(S(=O)(=O)Nc2ccc(N(C)S(=O)(=O)c3ccc(C)cc3)cc2)cc1	-1	-9%	?	?	13	?
O=C(Cn1c(=O)n(-c2ccccc2)c(=O)c2sccc21)NCc1ccccc1	-6	-1%	6%	-14%	11	24%
O=C1NN(c2ccc(F)cc2)C(=O)/C1=C/c1cccs1	9	-10%	18%	11%	-4	0%
CC(C)[C@H](NC(=O)NCc1cccs1)C(=O)O	-8	5%	2%	3%	-2	19%
O=C(CNCc1ccco1)Nc1ccc(N2CCCCCC2)cc1	30*	18µM*	-4%	17%	35	0%
COc1ccc(-n2nc(C(=O)NCCCN3CCOCC3)c3ccccc3c2=O)c(OC)c1	-3	0%	20%	-5%	-3	-7%
O=C(Nc1ncccc1Cl)C(Sc1ccccc1)c1ccccc1 (configuration not stated)	-3	-7%	2%	?	-18	?
Cc1ccc(N(CC(=O)NCc2ccc(F)cc2)C(=O)c2csnn2)cc1C	4	4%	8%	10%	16	-10%
O=C(CSc1nnnn1-c1ccc(O)cc1)Nc1cccc(S(=O)(=O)N2CCCC2)c1	-2	9%	?	?	19	/
COC(=O)c1cc(OC)c(OC)cc1NC(=O)c1cccc(OC)c1OC	-3	1%	?	?	-6	-43%
COC(=O)c1sc(NC(=O)CC(C)C)c(C(=O)OC)c1C	-1	1%	?	/	-9	?
Cc1sc(NC(=O)CSc2nnnn2C2CCCC2)c(C#N)c1C	-4	5%	9%	25%	-29	-23%

Entries of single compounds as entered above. Values in the order: Cycloheximide cs	FBPA Giardia inh	HCV inh	Pf growth 48h	Shiga inhibitor	Pf growth 96h
Cc1cc(Cl)c2oc(C(=O)N(CCO)Cc3ccccc3)c(C)c2c1 is entered as 21*	-14%	-9%	?	64*	?
Cc1cccc(NC(=O)CNC(=O)CN2C(=O)NC3(CCc4ccccc43)C2=O)c1C (configuration not stated) is entered as /	/	-4%	?	/	-2%
Cc1ccc(N(CC(=O)NCc2ccc(F)cc2)C(=O)c2csnn2)cc1C is entered as 4	4%	8%	10%	16	-10%
Cc1nn(Cc2ccc(C(=O)Nc3nc4c(C)cccc4s3)o2)c(C)c1Br is entered as 9	1%	-2%	-5%	-4	39%[activator]
COC(=O)c1cc(OC)c(OC)cc1NC(=O)c1cccc(OC)c1OC is entered as -3	1%	?	?	-6	-43%

Going on with the list:
SMILES	Cycloheximide cs	FBPA Giardia inh	HCV inh	Pf growth 48h	Shiga inhibitor	Pf growth 96h
CS(=O)(=O)N(CC(=O)NCc1ccncc1)c1ccc(Cl)c(Cl)c1	1	2%	7%	-13%	-14	?
CCC(=O)OCC(=O)Nc1ccc2c(c1)OCO2	9	-3%	10%	0%	29	35%[activator]
O=C(CCc1ccc(Oc2cc([N+](=O)[O-])cc([N+](=O)[O-])c2)cc1)N1CCCCC1	10	-12%	?	12µM*	20	?
CSCCC(NC(=O)COc1ccccc1)C(=O)N1CCCCC1 (configuration not stated)	1	/	12%	-19%	-3	15%
Cc1ccc(NC(=O)CCSc2ccccc2)c(C)c1	24*	1%	/	3%	55*	?
CCCCCCCCCCn1cc(C(C)=O)c(=O)[nH]c1=O	-1	1%	-3%	20%	-14	144%[activator]
O=C(CNC(c1ccccc1)c1ccccc1)Nc1c(F)cccc1F	1	-1%	-8%	-27%	-3	?
CCCCOc1ccc(/C=C/C(=O)NC2=Nc3ccccc3NC(C)=C2C(=O)OCC)cc1OC	15	-3%	?	?	19	10µM*
CN1CCc2nc3sc(C(=O)NC4CC4)c(N)c3cc2C1	12	?	12%	-8%[1.15 µM]	15	-4%
CN(C)CCCN(C(=O)COc1ccccc1)c1nc2ccc(F)cc2s1	4	0%	18%	34%[activator]	26	92%[activator]
CCS(=O)(=O)c1ccc(-c2cccc(NC(=O)COc3ccc(Cl)cc3)c2)nn1	-3	-8%	-2%	0%	-7	?
NC(=S)N/N=C/c1c[nH]c2ccc(OCc3ccccc3)cc12	4	14%	13µM*	?	14	?
CC(=O)N=c1sccn1CC(=O)c1ccc([N+](=O)[O-])cc1	-3	2%	25%	5%	-4	-10%
CCCOc1ccccc1OCC(=O)Nc1cccc(S(=O)(=O)NC2=NCCC2)c1	/	/	?	?	/	?
COc1ccc(CCNC(=O)CCCC(=O)n2nc(C)c3ccccc32)cc1OC	2	1%	-25%	1%	-13	2%
O=C1CCCC(=O)N1c1ccc(N2CCOCC2)c([N+](=O)[O-])c1	-7	2%	0%	6%	-5	-2%
O=C(COc1ncnc2ccccc12)N1CCN(S(=O)(=O)c2ccc(Cl)cc2)CC1	8	10%	5%	-6%	27	?
COc1cc(/C=C/C(=O)OCc2c(C)noc2C)ccc1OC(F)F	9	-7%	?	392%[activator]	20	-10%
CCN(CC)CCCC(C)Nc1c2ccc(Cl)cc2nc2ccc(OC)cc12 (configuration not stated)	-3	?	/	/	-11	/
COc1ccccc1N(C)S(=O)(=O)c1ccc(C(=O)Nc2ncc(C)s2)cc1	/	/	14µM*	?	/	?
CCC1(c2ccccc2)C(=O)NC(=O)NC1=O	-3	-2%	15%	-6%	-6	?
CC(C)n1ncc2c(C(=O)N3CCN(Cc4ccc(Br)s4)CC3)cc(C3CC3)nc21	/	/	10µM*	4.1µM*	/	12µM*
Cc1nn(C)c(C)c1CN(C(=O)CCc1nnc(Cc2c[nH]c3ccccc23)o1)C(C)C	-3	3%	-3%	?	-7	?
CCOC(=O)CN(C(=O)COC(=O)C1(c2ccccc2)CC1)c1ccc(F)cc1	/	/	5%	?	/	?
Cc1c(C)c2cc3c4c(oc3c(C)c2oc1=O)CCCC4	-5	-3%	?	22%	-24	?
COc1ccc(C)cc1NC(=O)C1CCN(C(=O)Cc2ccccc2)CC1	-1	3%	?	?	-9	18%
COc1cc(N2CCCC2)c(OC)cc1/C=C1/NC(=S)NC1=O	-3	-28%	?	?	2	?
COc1ccccc1-n1c(CNC(=O)c2cccc([N+](=O)[O-])c2C)n[nH]c1=S	-2	-17%	9%	11%	-4	-10%
Cc1ccc(C(=O)OCC(=O)Nc2ccc(N3CCOCC3)cc2)cc1	/	/	6%	-16%	/	20%
CCNC(=S)Nc1ccc2ncoc2c1	-3	-3%	11%	10%	-8	26%
COc1ccccc1CNC(=O)C(=O)c1cn(CC(=O)N2CCOCC2)c2ccccc12	9	/	-16%	13%	29	-75%
CCC(C)NCCCOc1cc(Cl)ccc1Cl (configuration not stated)	2	-21%	-21%	/	-8	19%
Cn1c(NCc2c(O)ccc3ccccc23)nc2ccccc21	7	-15%	?	/	33	62%[activator]
COc1ccc(C)cc1S(=O)(=O)n1ccnc1C	-2	-11%	16%	-1%	-16	-27%
CC(=O)c1cccc(NC(=O)c2c(-c3c(F)cccc3Cl)noc2C)c1	/	/	-5%	17%	/	32%[activator]
O=C(Cc1c(F)cccc1Cl)c1ccc(O)cc1O	0	1%	6%	56%[activator]	101*	19%
CCN(C(=O)/C=C/c1ccccc1)C1CCCCC1	6.9*	1%	-10%	84%[activator]	36	13µM*
N/C(=N\OC(=O)Cc1ccc(Cl)cc1)c1ccncc1	-2	1%	-2%	?	28	4%
Cc1ccc2nsnc2c1S(=O)(=O)N1CCOCC1	11	8%	23%	/	34	-16%
CCN1CCN(C(=O)Cc2ccccc2OC)CC1	-4	3%	4%	0%	-3	225%[activator]
CN1c2ccccc2C(=O)NC1c1ccc([N+](=O)[O-])s1 (configuration not stated)	1	1%	6%	?	18	?
CCCn1c(C(O)c2ccc(OC)c(OC)c2)nc2ccccc21 (configuration not stated)	0	-6%	?	19%	/	?
Cc1cc(NS(=O)(=O)c2ccc(NC(=O)/C=C/c3ccc(Br)cc3)cc2)no1	-2	3%	/	-3%	-6	-32%
O=C1CCCN1c1ccc(CNS(=O)(=O)c2ccc(F)cc2)cc1	14*	0%	-4%	24%	24	/
